PglD DTNB: C. jejuni PglD acetyltransferase inhibitors, primary screen, biochemical, DTNB colorimetric, single point; UDP-N-acetylbacillosamine N-acetyltransferase PglD (Campylobacter jejuni); purified PglD enzyme, DTNB colorimetric CoA detection; inhibition, % at 12.5 µM; 360,000 tested, 0.098% active; AID 602405, 2012; in the data active means inhibition above about 16%, passing the limit was not always enough; further: strong numbers were not always called active
RAD54 branch: inhibitors of human RAD54 branch migration, primary screen, biochemical, fluorescence, single point; AID 602329, 2012; 360,000 tested, 0.14% active; DNA repair and recombination protein RAD54-like (Homo sapiens), Q92698; RAD54 Holliday junction branch migration, FAM/BHQ fluorescence; inhibition, % at 10.4 µM;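 active means mean normalized replicate activity at least 40 and at least half of replicates scoring 40 or more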;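 further: 0% = median of neutral control wells and 100% = median of positive control wells; inhibitors cause a drop in the FAM fluorescence signal; in these data hits start at about 50%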
ARNT TACC3 PPI: disruptors of ARNT/TACC3 protein interaction, primary screen, biochemical, AlphaScreen, single concentration; Transforming acidic coiled-coil-containing protein 3 (Homo sapiens), Q9Y6A5; AlphaScreen His-ARNT PAS-B/GST-TACC3 binding, luminescence; TACC3 fragment carries E629A point mutation; inhibition, % at 9.99 µM; 390,000 tested, 0.66% active; AID 623870, 2012;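 active means mean inhibition of replicates at least 50% and at least half of replicates each reaching 50%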;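 further: 0% = complete ARNT plus TACC3 wells and 100% = ARNT alone without TACC3; many hits fall short of the cut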
RAD52 inh: RAD52 DNA annealing inhibitors, primary screen, biochemical, FRET, single point, set 2. DNA repair protein RAD52 homolog (Homo sapiens), P43351. recombinant RAD52 DNA annealing, FRET fluorescence. inhibition, % at 18.7 µM. 360,000 tested, 0.46% active;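 active means every replicate showing at least 50% inhibition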
esBAF inh: Bmi1 luciferase reporter increase in mESCs, primary screen, esBAF inhibitor project, mouse ES cells, Bmi1 luciferase knock-in, single point; 24 h; 100% = twice the neutral-well signal; reporter increase, % at 12.5 µM; 350,000 tested, 2% active; AID 602393, 2012; in the data active means activation above about 40%;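 further: 0% = median of the plate's neutral control wells and 100% = double that signal; a rise in the Bmi1 reporter signal indicates esBAF inhibition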
E-selectin induc: E-selectin induction in HUVECs, primary screen, imaging, HUVEC, immunofluorescence imaging, single point | P16581 | normalized: neutral wells 0, TNF-alpha wells 100 | activation, % at 7.58 µM | 260,000 tested, 0.37% active | AID 686992, 2013;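 active means mean E-selectin-positive cell signal at least 10% of the positive control, reached in at least 60% of replicates, without over 20% cell loss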;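 further: in these data hits start at about 27%; measured in HUVEC primary endothelial cells; signal is the percent of cells scored E-selectin positive by PE staining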
Target sequence (P16581 whole entry, looked up): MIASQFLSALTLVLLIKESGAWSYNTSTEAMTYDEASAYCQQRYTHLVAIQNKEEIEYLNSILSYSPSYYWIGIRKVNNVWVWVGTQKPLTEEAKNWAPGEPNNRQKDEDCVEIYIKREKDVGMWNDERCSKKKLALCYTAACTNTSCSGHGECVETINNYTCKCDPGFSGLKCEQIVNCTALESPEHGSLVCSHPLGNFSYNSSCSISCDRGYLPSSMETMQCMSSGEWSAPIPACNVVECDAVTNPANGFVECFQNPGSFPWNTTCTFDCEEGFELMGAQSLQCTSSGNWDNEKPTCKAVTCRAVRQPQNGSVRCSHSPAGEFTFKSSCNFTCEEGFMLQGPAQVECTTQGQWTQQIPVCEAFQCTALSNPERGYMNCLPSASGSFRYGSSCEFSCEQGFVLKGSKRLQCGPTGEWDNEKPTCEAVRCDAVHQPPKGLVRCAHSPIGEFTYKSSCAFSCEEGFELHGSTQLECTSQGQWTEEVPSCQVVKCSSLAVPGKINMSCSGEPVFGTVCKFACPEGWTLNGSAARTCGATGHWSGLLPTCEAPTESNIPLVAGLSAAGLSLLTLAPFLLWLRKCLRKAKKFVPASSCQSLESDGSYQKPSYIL
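Test system: HUVEC | Signal: Immunofluorescence imaging | Read-out: Percent E-selectin-positive cells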
Casp6 inh: human caspase-6 inhibitors, primary screen, biochemical, VEID-R110 fluorescence, single point, set 2 | inhibition, % at 12.5 µM | purified caspase-6, Z-VEID-R110 cleavage fluorescence | 350,000 tested, 0.53% active | P55212;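 active means mean inhibition across replicates at least about 35%, with every replicate also reaching that limit, limit read from the data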;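 further: 0% = median of neutral control wells and 100% = no fluorescence left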
Target sequence (P55212 24-179 limits assumed): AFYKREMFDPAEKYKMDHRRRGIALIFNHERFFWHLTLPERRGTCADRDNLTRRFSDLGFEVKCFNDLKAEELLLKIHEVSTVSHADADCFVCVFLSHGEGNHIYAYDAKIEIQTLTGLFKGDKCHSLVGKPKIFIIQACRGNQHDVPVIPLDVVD
Target sequence (P55212 194-293 limits assumed): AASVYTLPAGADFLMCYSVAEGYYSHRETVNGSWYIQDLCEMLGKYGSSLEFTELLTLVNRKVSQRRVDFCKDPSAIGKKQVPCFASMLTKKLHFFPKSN
ERp5 block: inhibitors of ERp5-driven insulin aggregation, primary screen, biochemical, turbidity, absorbance 650 nm, single point. Protein disulfide-isomerase A6 (Homo sapiens), Q15084. inhibition, % at 9.99 µM. 90 min. 350,000 tested, 0.05% active;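 active means mean replicate inhibition above about 25%, with every replicate also reaching it, limit read from the data, passing the limit was not always enough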
* = called active by the depositor; x = not tested or not shown. Random draw from the library; 3.2% or so of the library scored in one or more.

Molecule	esBAF inh	RAD54 branch	Casp6 inh	ARNT TACC3 PPI	RAD52 inh	E-selectin induc	ERp5 block	PglD DTNB
CCC(C)C(=O)Nc1ccc(S(=O)(=O)N2CCCC2)cc1 (centres undefined)	-1	-21	-4	-8	-4	x	1	1
COc1ccc(OC)c(NC(=O)CN2C(=O)C(=O)N(Cc3ccccc3)C2=O)c1	-3	-1	2	1	-17	0.8	-4	2
O=C(N/N=C/c1ccc(OC(F)F)cc1OC(F)F)NC1CCCCC1	-4	x	3	-5	-9	x	-5	x
COc1ccc(S(=O)(=O)N(C)C[C@H]2Oc3ccc(NC(=O)CCCN(C)C)cc3C(=O)N([C@@H](C)CO)C[C@H]2C)cc1	4	7	4	-8	-8	97*	11	-7
Cc1ccc(S(=O)(=O)N(C)C[C@@H]2Oc3ncc(-c4ccccc4)cc3C(=O)N([C@H](C)CO)C[C@H]2C)cc1	-3	0	-1	2	15	0.0	6	1
CCc1cccc(C)c1NC(=O)CCN1C(=O)NC(C)(C)C1=O	-12	0	-1	-2	-14	-0.1	3	-5
COCCNC(=O)C(c1cccnc1)N(Cc1ccc(C)cc1)C(=O)Cn1nnc2ccccc21 (centres undefined)	x	x	-1	1	-12	2.0	-11	x
CC12CCC(=O)N1C(C(=O)Oc1cccc(F)c1)CS2 (centres undefined)	-1	7	4	x	0	0.3	-2	6
COc1ccc(NC(=O)CSc2ccc(-c3cccs3)nn2)c(OC)c1	-6	x	-1	-3	5	-0.1	3	x
O=C1NC[C@H](Cc2ccccc2)N(CCc2cc(C(F)(F)F)cc(C(F)(F)F)c2)C1=O	x	x	-7	x	-5	0.0	0	x
Cc1ccccc1NC(=O)COC(=O)CCc1c[nH]c2ccccc12	-7	x	1	x	-8	1.3	-9	x
COc1ccc(OC)c(-c2nn(-c3ccccc3)cc2C(=O)NC2(C)CCS(=O)(=O)C2)c1 (centres undefined)	-6	3	-2	x	-71	-1.2	1	-1
Cc1cccc(NC(=O)Cn2cc(C(=O)c3ccco3)c3ccccc32)c1	13	4	x	4	x	x	x	-3
C/C(=N/NC(=O)c1ccncc1)C1=C(O)CC(C)(C)CC1=O	x	x	1	19	-5	x	7	x
O=C1OCC(CO)(CO)N=C1NNc1ccc(Cl)c(Cl)c1	1	-5	-3	1	-8	x	-5	-5
C/C(=N\Nc1ncc(Cl)cc1Cl)c1ccc(C#N)cc1	-11	-1	-1	x	-19	x	-10	-6
COCC#Cc1ccc([C@@H]2[C@@H](CO)N3CCCCN(C(=O)NC4CCCC4)C[C@H]23)cc1	-3	2	4	-3	-11	-0.1	-2	2
CCCCn1nnc(NC(=O)c2sc3cc(Cl)ccc3c2Cl)n1	5	-2	x	-6	x	x	x	-1
COc1ccc(Cl)cc1NC(=O)CN(C)C(=O)CN1C(=O)NC(C)(C)C1=O	2	14	2	6	-20	-0.3	-3	-1
O=C(Cc1ccc(F)cc1)Nc1ccc(S(=O)(=O)N2CCCC2)cc1	1	-7	-1	-2	0	x	-2	-4

Some of the entries so far, as labelled records:
> Cc1cccc(NC(=O)Cn2cc(C(=O)c3ccco3)c3ccccc32)c1
  esBAF inh = 13 | RAD54 branch = 4 | Casp6 inh = x | ARNT TACC3 PPI = 4 | RAD52 inh = x | E-selectin induc = x | ERp5 block = x | PglD DTNB = -3
> COc1ccc(Cl)cc1NC(=O)CN(C)C(=O)CN1C(=O)NC(C)(C)C1=O
  esBAF inh = 2 | RAD54 branch = 14 | Casp6 inh = 2 | ARNT TACC3 PPI = 6 | RAD52 inh = -20 | E-selectin induc = -0.3 | ERp5 block = -3 | PglD DTNB = -1

(more compounds)
Molecule	esBAF inh	RAD54 branch	Casp6 inh	ARNT TACC3 PPI	RAD52 inh	E-selectin induc	ERp5 block	PglD DTNB
Cc1cc(N2CCN(C)CC2)n2cc(-c3ccc(F)cc3)nc2n1	-2	4	x	-3	x	x	x	-9
CC=Cc1ccc2n(c1=O)C[C@H]1N[C@@H]2[C@@H](C(=O)NCc2ccc3c(c2)OCO3)[C@@H]1CO (mixture of isomers)	0	0	2	1	-12	0.1	0	1
Cc1ccc(OCC(=O)N/N=C\c2ccc(O)cc2)c([N+](=O)[O-])c1	x	x	2	-7	1	x	1	x
O=C1/C(=C\c2ccsc2)NC(=S)N1c1ccccc1	x	-1	4	7	-2	-0.1	-3	-10
CSCCC(NC(=O)c1ccccc1Br)C(=O)N1CCCC(C(F)(F)F)C1 (centres undefined)	-6	-1	-1	-12	-14	3.2	-15	-1
Cc1cc2c(cc1S(=O)(=O)N1CCN(c3cccc(C)c3C)CC1)OCC(=O)N2	-3	19	0	0	-13	-0.8	1	2
CCCC(=O)Nc1ccc2c(c1)C(=O)N(C)[C@H]1CC[C@@H](CC(=O)NC3CCCC3)O[C@H]1CO2	-7	-1	-1	13	-20	-0.1	6	0
COc1ccc(-n2c(C)cc(C(=O)CSc3ccc(NC(C)=O)cc3)c2C)cc1	21	-2	x	0	x	x	x	-6
CCC(=O)Nc1nnc(CSCc2ccccc2)s1	10	-11	x	-4	x	x	x	-6
COc1ccc(OC)c(C(=O)COC(=O)c2[nH]c(C)c(C(C)=O)c2C)c1	x	x	2	-8	-4	x	-23	x

Limited to ARNT TACC3 PPI and RAD54 branch, for some of the entries so far:
SMILES | ARNT TACC3 PPI | RAD54 branch
CC=Cc1ccc2n(c1=O)C[C@H]1N[C@@H]2[C@@H](C(=O)NCc2ccc3c(c2)OCO3)[C@@H]1CO (mixture of isomers) | 1 | 0
Cc1ccc(OCC(=O)N/N=C\c2ccc(O)cc2)c([N+](=O)[O-])c1 | -7 | x
O=C1/C(=C\c2ccsc2)NC(=S)N1c1ccccc1 | 7 | -1

Going on with the list.
Molecule	esBAF inh	RAD54 branch	Casp6 inh	ARNT TACC3 PPI	RAD52 inh	E-selectin induc	ERp5 block	PglD DTNB
COc1ccc(-c2noc(N3CCCC(C(=O)Nc4cc(F)ccc4F)C3)n2)cc1 (centres undefined)	1	-7	-3	-2	-8	0.0	-8	4
CS(=O)(=O)N(Cc1ccccc1)c1ccc(C(=O)NCc2cccnc2)cc1	8	0	x	-2	x	x	x	-4
COc1cc(C(C)=O)ccc1OC(=O)N1CCOCC1	-4	5	-1	x	-6	0.1	3	-1
CCN(c1cccc(C(F)(F)F)c1)S(=O)(=O)c1ccc2c(c1)CCN2C(=O)C1CC1	11	3	x	-4	x	x	x	3
Cc1cccc(OCC(=O)NCC(=O)N/N=C/c2c(C)[nH]c3ccccc23)c1	-7	-15	0	-2	-6	-0.2	2	3
C#CCN1C(Cc2ccccc2)C(=O)O[C@H](C2CCCCC2)[C@@H]1/C=C/C1CC1 (some centres undefined)	x	-11	-4	-12	-2	x	3	1
CN(C)CCN1C(=O)c2oc3ccc(F)cc3c(=O)c2C1c1ccncc1 (centres undefined)	-11	2	-1	-8	-13	-0.7	0	-5
CCC(=O)N1CCCCN2[C@H](CO)[C@@H](c3ccc(C#Cc4ccccc4F)cc3)[C@H]2C1	-2	6	-1	1	3	-0.2	-4	18
Cc1ccc(OCC(O)CN2CCOCC2)cc1 (centres undefined)	0	4	-5	1	-3	-0.1	-3	1
C[C@H](CO)N1C[C@H](C)[C@H](CN(C)C(=O)NC2CCCCC2)Oc2ccc(NC(=O)Cc3ccccc3)cc2C1=O	1	-6	0	-7	24	-9.8	-1	4
COc1ccc(C(CNC(=O)c2cccc(S(=O)(=O)N3CCCc4ccccc43)c2)N(C)C)cc1 (centres undefined)	7	3	-2	x	-16	-0.2	1	5
CNC(=O)C[C@H]1CC[C@H]2[C@@H](COc3ccc(NC(=O)Cc4cccs4)cc3C(=O)N2C)O1	-1	-9	x	4	x	1.7	x	0
CCC(=O)N1CC2(C1)[C@H](c1ccc(-c3cccc(C)c3)cc1)[C@@H](CO)N2S(C)(=O)=O	x	x	0	x	1	0.1	-4	x
COc1ccc(C(=O)Nc2ccc3c(c2)OC[C@@H](C)N(C(C)=O)C[C@H](C)[C@@H](OC)CN(C)C3=O)cc1	-5	-7	-2	x	2	-0.2	-1	0
C[C@@H]1CN([C@@H](C)CO)C(=O)c2cc(C#CCN(C)C)cnc2O[C@@H]1CN(C)C(=O)Cc1ccccc1	-9	2	-1	8	2	0.7	0	2
Nc1nc(-c2cccs2)c(-c2cccs2)s1	-7	-1	4	10	-7	x	3	-1
CN(C(=O)COC(=O)/C=C/c1ccc(C(F)(F)F)cc1)c1c(N)n(Cc2ccccc2)c(=O)[nH]c1=O	x	1	0	-2	-19	2.0	-3	-6
Cc1cn([C@H](C(=O)NCCCCCCCCCCC(=O)N2CCNCC2)[C@@H](C)O)nn1	2	-3	2	19	-1	1.0	1	5
O=C(NC1CCCCC1)C(c1ccnc2ccccc12)N1CCOCC1 (centres undefined)	1	14	-1	x	-3	0.0	0	-2
O=C(NCCC(=O)N1CCN(c2ncccn2)CC1)c1ccccc1Cl	16	8	x	-9	x	x	x	3

An excerpt of these results, with two lines to a compound:
Order of results: esBAF inh, RAD54 branch, Casp6 inh, ARNT TACC3 PPI, RAD52 inh, E-selectin induc, ERp5 block, PglD DTNB
O=C(NC1CCCCC1)C(c1ccnc2ccccc12)N1CCOCC1 (centres undefined)
 : 1, 14, -1, x, -3, 0.0, 0, -2
O=C(NCCC(=O)N1CCN(c2ncccn2)CC1)c1ccccc1Cl
 : 16, 8, x, -9, x, x, x, 3

Sorted by the number under PglD DTNB (high to low): 3 of the compounds above.
Compound,esBAF inh,Casp6 inh,ARNT TACC3 PPI,RAD52 inh,ERp5 block,PglD DTNB
Cc1cn([C@H](C(=O)NCCCCCCCCCCC(=O)N2CCNCC2)[C@@H](C)O)nn1,2,2,19,-1,1,5
O=C(NCCC(=O)N1CCN(c2ncccn2)CC1)c1ccccc1Cl,16,x,-9,x,x,3
CNC(=O)C[C@H]1CC[C@H]2[C@@H](COc3ccc(NC(=O)Cc4cccs4)cc3C(=O)N2C)O1,-1,x,4,x,x,0

From PubChem
